Source: PubChem BioAssay (several laboratories)
PKA-R2B activ = PKA-R2B complex activation | activation, % at 11.4 µM | PKA-R2B holoenzyme dissociation, Cy5-IP20 fluorescence polarization; R2B truncated from residue 108, S112A mutant; 0% DMSO only, 100% 113 µM cGMP | P22694+P31323 | 340,000 compounds, 0.079% hits;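 active = activation above a cutoff set at the mean over all compounds plus 3 SD, cut at about 18% in these data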;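 also: higher means more holoenzyme dissociation and a rise in polarization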
DAGLB inh = diacylglycerol lipase beta (human) inhibition; Q8NCG7; HEK293T DAGLB membrane lysate, EnzChek fluorogenic substrate; inhibition, % at 5.17 µM; 340,000 compounds, 0.059% hits; AID 504411; in the data active = inhibition above about 34%;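 also: 0% = enzyme with vehicle and 100% = wells lacking enzyme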
MOR-DOR ag = OPRM1-OPRD1 heterodimerization agonism; AID 504326; activation, % at 9.3 µM; cells, luminescence; 340,000 compounds, 0.3% hits; in the data active = activation above about 18%;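 also: 0% = vehicle-treated cells and 100% = reference agonist; values of inactives mirror those of a sister screen read the other way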
OPRM1-OPRD1 inv = inverse agonist of human OPRM1-OPRD1 heterodimerization | 340,000 compounds, 0.21% hits | cell-based MOR-DOR heterodimer luminescence, inverse agonism | AID 504357 | inhibition, % at 9.3 µM; in the data active = inhibition above about 22%, passing the limit was not always enough;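 also: 0% = cells with DMSO and 100% = wells without cells with DMSO; values of inactives mirror those of a sister screen read the other way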
V-ATPase pHluor = alters yeast V-ATPase proton transport. S. cerevisiae, pHLuorin cytosolic pH fluorescence. response, % at 10 µM. 350,000 compounds, 0.37% hits; in the data active = response mostly above about 7.3%, no sharp cut-off; inactive = mostly below about 5.4%; also: actives read high; inactives centre near 0; some compounds called inactive have numbers as strong as hits; reference of the scale not given here
HTR5A inv ag = counter-screen for OPRM1-OPRD1 inverse agonists: human HTR5A inverse agonism; P47898; HTR5A cell line, luminescence; inhibition, % at 9.3 µM; 340,000 compounds, 0.083% hits; AID 504634; in the data active = inhibition mostly above about 23%, no sharp cut-off; inactive = mostly below about 18%;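 also: 0% = cells with DMSO and 100% = no-cell wells with DMSO; some compounds called inactive have numbers as strong as hits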
Arrestin-AP2 inh = blocks beta-arrestin peptide binding to AP2 adaptin | FITC-arrestin peptide / GST-AP2 beads, flow cytometry; AP2 beta2 appendage carries R879A mutation | inhibition, % at 10 µM | 340,000 compounds, 0.31% hits;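 active = inhibition above a set limit, near 3 SD of compounds lacking own fluorescence, cut at about 54% in these data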;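 also: plate controls were DMSO wells for no effect and 5 µM unlabelled arrestin peptide for full effect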
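Measured by: flow cytometry, FL1 (488/535 nm); Material: AP2 appendage R879A on GSH beads; Evaluation: percent response; Timing: pre-incubation 12 min, peptide binding 1 h, room temperature; Also added: 50 nM FITC-arrestin peptide; Medium: PBS with 0.05% Tween 20 and 0.1% BSA.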
PKA-R1A activ = PKA-R1A complex activation. P00514+P68181. PKA-R1A dissociation, Cy5-IP20 fluorescence polarization; scaled: DMSO 0%, 113 µM cGMP 100%. activation, % at 11.4 µM. 340,000 compounds, 0.083% hits;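 active = percent activation above the mean of all tested compounds plus 3 SD, cut at about 19% in these data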;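 also: higher means more PKAc released from R1A so a rise in polarization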
DSG3 Ab inh = human desmoglein-3 autoantibody binding inhibition | DSG3-coupled beads, scFv-anti-DSG3-GFP binding, flow cytometry; hits give low values | binding (percent of control), % at 10 µM | 310,000 compounds, 0.48% hits | AID 588358;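 active = binding more than 3 SD below its plate's average and above zero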;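 also: hits lower antibody fragment binding to DSG3; some compounds called inactive have numbers as strong as hits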
Target sequence (P32926 whole entry, looked up, the tested form may be a part): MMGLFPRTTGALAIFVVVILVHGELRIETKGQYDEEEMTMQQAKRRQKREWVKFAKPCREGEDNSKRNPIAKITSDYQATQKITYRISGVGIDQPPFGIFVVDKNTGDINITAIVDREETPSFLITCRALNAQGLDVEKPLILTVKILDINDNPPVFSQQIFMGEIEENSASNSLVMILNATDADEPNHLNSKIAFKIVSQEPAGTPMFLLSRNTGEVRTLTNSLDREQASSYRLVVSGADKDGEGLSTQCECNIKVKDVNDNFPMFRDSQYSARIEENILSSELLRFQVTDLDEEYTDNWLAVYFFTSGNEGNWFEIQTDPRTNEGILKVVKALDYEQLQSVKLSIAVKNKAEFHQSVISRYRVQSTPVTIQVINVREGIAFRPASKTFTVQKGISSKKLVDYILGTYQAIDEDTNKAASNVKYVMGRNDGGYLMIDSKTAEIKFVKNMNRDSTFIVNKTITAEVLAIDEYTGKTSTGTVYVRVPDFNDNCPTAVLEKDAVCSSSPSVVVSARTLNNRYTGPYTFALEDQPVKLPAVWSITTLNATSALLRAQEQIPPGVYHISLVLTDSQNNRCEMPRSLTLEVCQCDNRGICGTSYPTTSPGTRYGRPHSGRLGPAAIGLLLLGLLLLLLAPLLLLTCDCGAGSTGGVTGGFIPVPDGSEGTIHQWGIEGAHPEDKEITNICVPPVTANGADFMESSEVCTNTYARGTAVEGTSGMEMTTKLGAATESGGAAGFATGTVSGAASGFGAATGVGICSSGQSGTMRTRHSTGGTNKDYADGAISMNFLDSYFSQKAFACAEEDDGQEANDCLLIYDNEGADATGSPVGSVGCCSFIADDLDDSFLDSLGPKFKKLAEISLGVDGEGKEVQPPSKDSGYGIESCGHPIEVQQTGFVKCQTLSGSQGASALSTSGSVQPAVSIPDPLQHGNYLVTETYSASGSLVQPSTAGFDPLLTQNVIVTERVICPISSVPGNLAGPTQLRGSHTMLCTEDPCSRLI
HTR5A ag = HTR5A agonism, opioid heterodimer counter-screen. P47898. HTR5A agonist assay, luminescence, cell-based. activation, % at 9.3 µM. 340,000 compounds, 0.61% hits. AID 504692; in the data active = activation mostly above about 9.5%, no sharp cut-off; inactive = mostly below about 7.6%;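 also: 0% = cells with vehicle only and 100% = reference agonist; strong numbers were not always called active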
* hit, by the source's call; x = no result given.

SMILES	PKA-R2B activ	DAGLB inh	MOR-DOR ag	OPRM1-OPRD1 inv	V-ATPase pHluor	HTR5A inv ag	Arrestin-AP2 inh	PKA-R1A activ	DSG3 Ab inh	HTR5A ag
c1ccc(Cn2c(SCc3cn4cccnc4n3)nnc2-c2ccco2)cc1	1.7	1.3	-0.3	1.8	-0.1	5.6	6.0	-5.7	100.2	0.4
COc1ccc(CCNC(=O)c2c(O)c3c([nH]c2=O)CCCC3)cc1	-4.4	-0.5	1.7	-9.6	-1.9	4.7	-8.3	-13.1	72.4	-1.0
CC(C)CCNC(=O)NC(=O)CSc1nnc2ccccn12	-5.3	0.2	-1.2	6.8	-1.2	-3.9	6.6	-12.2	110.6	3.5
CSc1nc2ccc(S(=O)(=O)N3CCc4ccccc43)cc2s1	4.9	-8.3	2.1	-11.5	-3.2	-26.6	-4.9	1.1	101.7	1.1
O=C(COc1ccc(Cl)cc1)OCC(=O)N1CCCc2ccccc21	-6.8	-20.1	2.9	-15.2	3.7	5.8	-8.6	-3.4	107.1	-1.7
C(=C\c1ccccc1)/CSc1nnc(-c2cccnc2)n1Cc1ccco1	-7.9	1.5	-4.2	18.9	-1.5	-5.9	7.2	-6.5	99.9	2.2
CCc1ccc(CN(C)C(=O)C2CCC(=O)N(Cc3ccccn3)C2)cc1 (stereo not drawn)	2.9	0.6	-1.0	5.5	0.8	8.9	20.5	-2.1	106.1	-2.2
CCOC(=O)C1=C(COC(=O)CSc2ccc(C)cc2C)NC(=O)NC1C (stereo not drawn)	-6.7	-2.9	-1.7	10.6	-0.7	6.7	-5.8	5.2	101.5	-2.4
N#Cc1nc(-c2ccc(F)cc2)oc1N1CCCC1	-1.8	-6.9	-1.2	5.0	-2.1	-2.1	6.3	2.5	x	1.8
CCn1c(CNC(=O)c2cccc(C)c2)nnc1SCC(=O)N1CCOCC1	11.2	-0.6	1.5	-6.0	-1.5	9.2	-1.9	0.3	108.6	-3.6

As entered above:
OPRM1-OPRD1 inv, O=C(COc1ccc(Cl)cc1)OCC(=O)N1CCCc2ccccc21 reads -15.2
HTR5A ag, c1ccc(Cn2c(SCc3cn4cccnc4n3)nnc2-c2ccco2)cc1 reads 0.4

Next structures follow:
SMILES	PKA-R2B activ	DAGLB inh	MOR-DOR ag	OPRM1-OPRD1 inv	V-ATPase pHluor	HTR5A inv ag	Arrestin-AP2 inh	PKA-R1A activ	DSG3 Ab inh	HTR5A ag
C=C1CCN([C@@H](CC(C)C)C(=O)N2CCOCC2)S(=O)(=O)c2ccccc21	-3.0	-2.9	1.4	-8.0	1.7	7.1	15.2	-3.1	101.6	3.0
O=C1CCCN1c1ccc(S(=O)(=O)Oc2ccc(Cl)cc2)cc1[N+](=O)[O-]	1.9	1.2	1.2	-6.7	-1.5	-7.4	29.6	-1.5	99.8	2.9
CC(C)(C)OC(=O)NC1CCN(S(=O)(=O)c2ccc3c(c2)OCCO3)CC1	-10.3	-3.4	-2.3	11.4	2.5	-15.8	27.2	-10.0	105.1	6.0
Cc1csc2nc(O)c(C(=O)NCc3ccc4c(c3)OCO4)c(=O)n12	-8.6	12.7	-0.3	1.7	-3.4	-6.1	-5.9	-1.4	100.1	2.0
COc1ccc(C(=O)NNC(=S)NC(=O)c2ccco2)cc1	-15.3	3.2	-1.6	8.5	-2.7	3.9	10.2	6.8	98.7	2.9
COc1cccc(C(=O)Nc2ccc(N3CCN(Cc4ccccc4)CC3)cc2)c1	2.7	-1.1	1.0	-6.2	0.7	-4.9	7.4	-8.4	x	-0.9
CCc1nc(N[C@@H](Cc2c[nH]c3ccccc23)C(=O)O)c2oc3ccccc3c2n1	-14.8	1.9	-0.7	4.2	0.1	-9.0	6.3	-11.1	99.2	-7.7
CCN(CC(=O)Nc1c(F)cccc1F)C(=O)CSCC(=O)Nc1cc(C)on1	-8.0	0.3	-3.1	15.3	0.7	1.4	2.5	-8.8	93.8	0.2
COc1ccc(OC)c(S(=O)(=O)Nc2cccc(-c3ccc(N4CCCCCC4)nn3)c2)c1	2.7	3.5	2.3	-11.8	2.9	1.1	60.0*	-8.4	x	-0.3
COc1ccccc1CNC(=O)c1ccc(CS(=O)(=O)c2ccccc2OC)o1	-3.4	-2.6	0.5	-2.9	-0.8	2.2	9.3	7.8	101.0	-0.9
Cn1nccc1C(=O)Nc1ccn(C23CC4CC(CC(C4)C2)C3)n1	7.7	-2.0	1.6	-9.1	-1.9	24.6	11.0	1.4	127.0	1.9
Cc1ccc(NC(=S)Nc2ccc(Br)cc2)cc1	-6.1	0.2	6.0	-34.2	0.3	-34.6	11.9	0.6	104.0	13.3*
Cc1noc(C)c1COC(=O)c1ccc(S(=O)(=O)NCc2ccco2)cc1	4.6	-6.8	2.4	-10.1	0.4	11.7	-0.6	1.3	x	-4.7
COc1ccc(NC(=O)CN(C)C(=O)c2cccc(S(=O)(=O)N3CCN(c4ccccc4)CC3)c2)cc1	-10.7	0.1	1.2	-7.5	1.2	11.6	30.2	-2.6	101.2	2.9
COC(=O)CCN(C1CCCCC1)S(=O)(=O)c1ccc(S(=O)(=O)NC2CCCCC2)cc1	-6.1	1.7	4.5	-19.7	2.7	-3.3	4.5	-11.3	99.5	1.2
CCCc1nc2ccccc2c(=O)n1CC(=O)c1ccc(OC)cc1	-4.3	-1.1	-2.8	13.3	1.8	11.7	-1.7	-2.1	99.2	-3.3
CCc1ccccc1-n1nnnc1SCC(=O)Nc1ccc(N2CCN(C)CC2)cc1	0.8	3.1	-2.9	15.5	-0.4	6.0	-0.1	-8.7	99.0	-1.5
COc1cccc(CN(C)C(=O)c2ccc3c(=O)n4c(nc3c2)CCC4)c1OC	-12.1	1.6	-1.6	8.8	1.8	1.0	-11.1	-6.1	x	1.9
CC(C)CN1C(=O)C(=O)N(CC(=O)c2ccc3c(c2)OCO3)C1=O	-8.0	0.1	0.4	-2.9	-0.3	3.4	34.7	-10.2	97.1	-1.3
Cc1cc(C(=O)NC(=S)Nc2ccccc2N2CCOCC2)ccc1[N+](=O)[O-]	-6.1	9.9	-2.4	12.6	0.3	-4.5	9.0	-2.6	101.8	1.3

Looked up one by one from the entries so far:
SMILES	PKA-R2B activ	DAGLB inh	MOR-DOR ag	OPRM1-OPRD1 inv	V-ATPase pHluor	HTR5A inv ag	Arrestin-AP2 inh	PKA-R1A activ	DSG3 Ab inh	HTR5A ag
CCc1ccccc1-n1nnnc1SCC(=O)Nc1ccc(N2CCN(C)CC2)cc1	0.8	3.1	-2.9	15.5	-0.4	6.0	-0.1	-8.7	99.0	-1.5
Cc1ccc(NC(=S)Nc2ccc(Br)cc2)cc1	-6.1	0.2	6.0	-34.2	0.3	-34.6	11.9	0.6	104.0	13.3*

The list goes on:
SMILES	PKA-R2B activ	DAGLB inh	MOR-DOR ag	OPRM1-OPRD1 inv	V-ATPase pHluor	HTR5A inv ag	Arrestin-AP2 inh	PKA-R1A activ	DSG3 Ab inh	HTR5A ag
COc1ccc(S(=O)(=O)N2CCc3ccccc32)cc1C(=O)NC1(C)CCS(=O)(=O)C1 (stereo not drawn)	4.7	2.0	-2.2	8.8	-0.8	-2.3	19.5	-2.6	105.1	-3.3
CC1CCN(C(=O)c2cc(-c3ccc(Cl)c(Cl)c3)on2)CC1	-3.3	-4.2	-0.2	1.3	-6.0	3.0	23.9	-10.4	104.5	-0.9
Cc1ccc2cc3c(NC(=O)c4cccnc4)nn(C)c3nc2c1	-2.3	1.9	-1.4	6.2	3.5	11.8	2.2	-1.6	96.9	0.4
Cc1cccc(N/N=C(\C#N)S(=O)(=O)C(C)(C)C)c1	-1.9	-0.7	-4.0	19.8	-1.1	1.6	0.3	15.9	108.9	4.9
OC1(c2ccc(Br)cc2)CCN(Cc2cccc(Br)c2)CC1	-2.8	-6.6	17.2	-83.5	-0.8	8.4	-18.1	-3.9	107.6	-2.5
COc1ccc(CCNC(=O)c2cccc3c2C(=O)N(C2CCCCC2)C3)cc1OC	-4.7	-5.8	-0.1	0.8	-0.5	-10.5	3.7	-0.7	97.5	-2.0
CCc1ccc(Nc2cc(C)nc3nc(C)nn23)cc1	-0.1	0.3	-2.0	9.7	0.5	0.0	24.3	-2.4	111.5	0.0
COc1ccc(CCNC(=O)CC(NS(=O)(=O)c2ccc(NC(C)=O)cc2)C(C)C)cc1OC (stereo not drawn)	4.9	1.3	-1.3	6.5	-3.7	8.1	42.2	-4.1	96.4	-3.7
O=C(C1CCC1)N1CCC(c2nc3c(nnn3Cc3c(F)cccc3Cl)c(=O)[nH]2)CC1	-12.8	0.0	-1.2	6.8	1.1	-2.8	-3.3	-3.9	101.9	-1.1
C=CCNC(=O)CSc1nnc(-c2ccccc2Br)n1-c1cccc(C(F)(F)F)c1	-10.4	1.4	-1.3	7.0	-4.4	22.1	2.2	2.6	92.9	-2.3
CCCc1ccc2oc(C(=O)NCCc3nc(C(=O)OCC)cs3)c(C)c2c1	-9.9	-10.2	1.3	-5.5	-3.2	-30.2	-10.5	-32.1	105.3	11.8
COc1ccc(-c2cc(C(N)=O)nc(N3CCCCCC3)n2)cc1	-8.5	1.2	-0.8	4.5	1.1	2.5	3.1	-6.3	116.2	1.5
CC1=C(C(=O)Nc2cccnc2)C(c2ccccn2)n2nnnc2N1 (stereo not drawn)	4.6	-1.5	-1.6	8.0	3.0	-10.9	7.0	-2.5	98.7	8.8
O=C(NCCc1c[nH]c2ccccc12)c1cccc(S(=O)(=O)Nc2ccccc2Cl)c1	-5.0	3.0	-1.6	7.9	4.5	1.6	-1.1	-13.6	104.3	-0.4
Cc1ccc(Nc2nnc(SC(C)C(=O)Nc3c(C)n(C)n(-c4ccccc4)c3=O)s2)cc1 (stereo not drawn)	-7.3	1.6	-0.5	2.7	5.1	-42.8	6.0	8.3	123.7	3.3
Cc1ccc(CNC(=O)[C@@H]2CCC(=O)N2Cc2ccco2)cc1	-7.8	1.9	0.1	-0.6	3.8	-15.9	2.4	-4.7	x	5.4
O=C(CCc1nc2ccccc2[nH]c1=O)OCC(=O)N1CCc2ccccc21	-0.1	5.3	-0.9	5.0	-0.8	7.0	16.7	6.9	x	-2.3
Cc1ccc2[nH]c3c(N4CCOCC4)ncnc3c2c1	-2.8	-0.3	1.7	-8.3	0.8	-21.4	-0.6	1.0	110.8	-0.8
CCC(=O)N1CCc2cc(S(=O)(=O)NCCC(=O)NCc3ccccc3Cl)ccc21	11.2	1.0	-2.0	10.6	-1.6	23.2	0.4	1.0	106.5	-2.9
CC(=O)c1c(-c2ccccc2)c2cc(Cl)ccc2[nH]c1=O	-17.8	2.6	1.1	-5.5	1.8	-5.8	3.8	4.5	106.9	0.5
O=C(OCc1ccccc1)N1CCC2CC1c1cc(N3CCOCC3)ccc12 (stereo not drawn)	-4.7	-3.6	-1.2	5.7	-1.6	-10.4	40.7	-5.1	94.0	3.0
